# CAL PDZ FP-1 = human CAL PDZ-peptide interaction inhibition | Q9HD26 | purified CAL PDZ, TMR-peptide fluorescence polarization, 1 h | inhibition, % at 20 µM | 0.02% of 330,000 active | AID 504414;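 active means highest replicate inhibition of at least 40%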;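 further: plate controls were DMSO neutral control wells for no effect and unlabeled competitor peptide control wells for full effect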
#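 Test system: tagged CAL PDZ domain / Buffer or medium: sodium phosphate/NaCl buffer pH 7.4 with TCEP, IgG, Thesit / Reagent: TMR-labelled reporter peptide T*-PRC34 bound in PDZ groove / Compound dosing: single point, 20 µM / Schedule: 1 h incubation at room temperature before polarization reading / Technique: fluorescence polarization (mP) / Benchmarks: unlabelled peptide, DMSO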
# E coli growth = reduces bacterial viability in AddAB counter-screen; E. coli V3065 growth, OD600 absorbance, 18 h; AID 449728; inhibition, % at 11.9 µM; 0.27% of 330,000 active;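 active means inhibition above the campaign's mean inhibition across all tested compounds plus 3 SD, cut at about 9.9% in these data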;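 further: uninfected addAB+ strain grown without phage in ampicillin broth; 0% = DMSO wells and 100% = ciprofloxacin 0.95 µg/ml wells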
# SR-BI DiI-HDL act = activators of SR-BI mediated HDL lipid uptake | CHO ldlA[mSR-BI] cells, DiI-HDL uptake fluorescence, 3 h; 100 = double the neutral-control signal | activation, % at 12.5 µM | 0.096% of 320,000 active | AID 504775;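 active means mean replicate activation of at least 60% and every replicate at or above 60%; inconclusive means mean or all-replicate condition met, but not both; inactive means mean below 60% and not all replicates reaching 60%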;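 further: 0% = median plate neutral-control signal and 100% = twice that signal; values of inactives mirror those of a sister screen read the other way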
#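 Material: SR-BI-overexpressing, LDLR-lacking CHO cells | Dosing: Single compound concentration, delivered by pin transfer | Probe or stimulus: Labelled HDL, 10 µg/mL | Signal: Bottom-read cell fluorescence after medium removal, ex 550/em 595 nm | Schedule: 3 h, 37 °C | Evaluation: HDL uptake via cellular fluorescence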
# Wnt bcat act = activates Wnt/beta-catenin signaling in a reporter cell assay | activation, % at 9.35 µM | 1.2% of 300,000 active | AID 743398 | activator, plate reader; in the data active means activation above about 30%, passing the limit was not always enough; inconclusive means no clear call, values can overlap the other calls;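 further: 0% = neutral control wells and 100% = positive control wells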
# CAL PDZ FP-2 = CAL PDZ (human) peptide binding inhibition; Q9HD26; 0.92% of 300,000 active; inhibition, % at 24.9 µM; purified CAL PDZ, TMR-peptide fluorescence polarization, 1 h; AID 602252;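 active means mean inhibition of at least 30% with at least half of replicates also reaching 30%; inconclusive means no clear call, values can overlap the other calls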;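 further: 0% = DMSO neutral control and 100% = excess unlabeled competitor peptide PRC23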
# Tat transport = blocks Tat-dependent protein export in E. coli; inhibition, % at 10 µM; 0.036% of 340,000 active; E. coli MC4100 TorA-mCherry Tat export, fluorescence;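 active means mean replicate inhibition at least 50% and at least half of replicates individually reaching 50%; inconclusive means only one of the two criteria met; inactive means neither criterion met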;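 further: exported cargo escapes ClpAP degradation while cytoplasmic cargo is degraded and loses fluorescence; 0% = median of neutral control wells and 100% = median of NaSCN control wells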
# AddAB inh = less growth of phage-infected E. coli with AddAB; 0.29% of 330,000 active; AID 435030; E. coli expressing H. pylori AddAB, absorbance growth; inhibition, % at 11.9 µM; in the data active means inhibition above about 12%;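 further: 0% = vehicle wells of infected cells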
# MITF act = increases MITF-driven TRPM1 promoter luciferase signal. SK-MEL-5 TRPM1-promoter luciferase, 24 h; % of positive control, neutral wells = 0. activation, % at 12.5 µM. 0.75% of 300,000 active;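 active means mean activation of at least 80% with every replicate also reaching 80%; inconclusive means mean reaches 80% but some replicate falls short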;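 further: 0% = neutral control wells and 100% = parthenolide positive control wells; values of inactives mirror those of a sister screen read the other way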
# phage Ecoli inh = E. coli growth loss with phage present; growth absorbance; inhibition, % at 11.9 µM; 0.26% of 360,000 active; AID 651602; in the data active means inhibition above about 11%
# SR-BI DiI inh = mouse SR-BI HDL lipid transfer inhibition. ldlA[mSR-BI] CHO cells, DiI-HDL uptake fluorescence, 3 h. AID 488896. 0.96% of 320,000 active. inhibition, % at 12.5 µM;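 active means mean replicate inhibition of at least 70% and a set share of replicates each scoring 70 or more; inconclusive means meets just one of the two criteria; inactive means fails both criteria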;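 further: 0% = median of neutral control wells and 100% = median of positive control wells; values of inactives mirror those of a sister screen read the other way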
# Target sequence (Q61009 whole entry, looked up): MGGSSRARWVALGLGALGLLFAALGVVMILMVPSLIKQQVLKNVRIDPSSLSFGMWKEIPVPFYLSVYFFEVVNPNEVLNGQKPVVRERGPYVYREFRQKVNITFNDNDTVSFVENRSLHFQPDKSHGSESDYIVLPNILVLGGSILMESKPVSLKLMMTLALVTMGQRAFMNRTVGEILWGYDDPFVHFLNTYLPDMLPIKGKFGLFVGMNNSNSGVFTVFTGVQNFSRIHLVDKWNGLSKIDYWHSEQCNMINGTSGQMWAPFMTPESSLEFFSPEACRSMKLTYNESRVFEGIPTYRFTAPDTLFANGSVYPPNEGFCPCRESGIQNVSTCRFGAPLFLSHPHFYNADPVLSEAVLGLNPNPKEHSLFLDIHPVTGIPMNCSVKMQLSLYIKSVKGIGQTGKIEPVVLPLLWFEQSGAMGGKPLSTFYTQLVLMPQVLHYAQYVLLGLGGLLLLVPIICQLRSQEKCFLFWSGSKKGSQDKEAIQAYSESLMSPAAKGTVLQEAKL
# The depositor's hits bear a star; ? = inconclusive; . = not tested or not shown.
Structure	CAL PDZ FP-1	E coli growth	SR-BI DiI-HDL act	Wnt bcat act	CAL PDZ FP-2	Tat transport	AddAB inh	MITF act	phage Ecoli inh	SR-BI DiI inh
COc1ccc(NC(C)=O)cc1S(=O)(=O)Nc1ccc2c(c1)OCCO2	-2.8	1.8	15	-1	-1	-4	5.0	-5	3.1	-15
CSc1nc(NCCCO)c2c3c(sc2n1)CN(C)CC3	-0.9	0.4	7	-1	-2	5	2.3	-6	4.1	-7
Cc1ccc(Nc2ccncc2S(N)(=O)=O)cc1	.	-0.7	.	-2	.	.	1.2	.	3.1	.
Cc1nn(C)c(C(=O)Nc2ccc(S(=O)(=O)NC34CC5CC(CC(C5)C3)C4)cc2)c1Br	-1.0	-2.0	.	.	1	4	0.7	-8	.	.
O=C1NNC(c2ccccc2)=N/C1=C\c1ccccc1	0.4	-2.0	6	0	-2	-10	0.0	3	1.5	-6
Cc1cc(C)n2cc(CSc3ccccn3)nc2n1	-1.7	2.3	19	-3	1	-1	1.1	-7	4.6	-19
Cc1ccc(Nc2nc(C(=O)N3CCC(C(=O)N4CCN(C)CC4)CC3)cs2)cc1	-0.6	0.2	-4	3	-2	4	-2.3	15	0.7	4
CC1CCCN(S(=O)(=O)c2ccc(NC(=O)CN3CCCCC3)cc2)C1 (centres undefined)	-0.1	-3.1	2	-7	3	-9	0.5	.	0.2	-2
O=C(NC1CC1)C1=C[C@H](c2c[nH]c3ccccc23)C[C@H](OCc2ccc(CO)cc2)O1	-0.4	-3.0	6	-1	-1	-4	0.8	-10	0.8	-6
O=C(NCc1ccccc1)C1=C[C@H](c2ccc(C(F)(F)F)cc2)C[C@H](OCc2ccc(CO)cc2)O1	-0.1	-0.2	15	-2	-2	17	2.5	7	0.6	-15
O=C(O)C[C@H]1c2ccccc2S(=O)(=O)N1C1CCCCC1	-0.9	0.6	1	2	-1	4	0.2	0	3.9	-1
Fc1ccccc1Cc1noc(CN2CCN(c3ccc(Cl)cn3)CC2)n1	0.5	-1.8	4	-2	2	-19	2.2	7	1.6	-4
COc1cc2c(cc1OC)/C(=C/C(=O)c1cccc([N+](=O)[O-])c1)NCC2	-1.7	-0.5	-69	3	-2	3	-2.5	20	-0.1	69
Cc1ccc(CNC(=O)CSCc2ccccc2)cc1	.	1.0	.	1	0	3	-1.8	14	0.7	.
NC(=O)Cn1cc(/C=N/NC(=O)c2ccc(Cn3cc(Cl)cn3)o2)c(-c2ccccc2)n1	-2.1	.	25	-1	-4	-7	.	-6	-0.6	-25
CCN(CC)CCNC(=O)C1CCCCN1S(=O)(=O)c1cccc([N+](=O)[O-])c1 (centres undefined)	0.3	-1.8	39	-1	-4	-2	-1.5	0	2.5	-39
CN(C)CCCC(C)(O)C(C)(C)c1ccccc1 (centres undefined)	-0.1	-0.6	19	.	-6	10	0.7	3	3.5	-19
Clc1ccc2nc(-c3ccc(Cl)nc3)[nH]c2c1	-6.1	2.1	-30	-1	-7	7	3.4	42	8.3	30
CCCOc1ccc(CNC(=O)c2ccc3c(c2)N(CC)CCS3)cc1	-0.5	-1.1	5	0	1	-3	1.4	.	3.1	-5
CON(C)C(=O)/C=C/c1ccc([B-](F)(F)F)cc1	1.1	.	1	7	-6	-9	.	21	2.1	-1
COc1ccc(-c2cc(C(=O)Nc3c(F)cc(F)cc3Br)no2)cc1	1.3	0.3	.	9	-7	-3	0.0	22	-0.6	.
CN(C)C(=O)c1cn(-c2ccccc2)nc1-c1cccs1	-1.0	-3.1	15	-1	-3	0	-3.9	-10	3.2	-15
O=C(CN1CCN(c2ccccn2)CC1)Nc1ccc([N+](=O)[O-])cc1C(=O)Nc1ccccc1F	-1.0	-2.1	-1	-4	.	12	4.7	-9	2.1	1
C#CCOC(=O)CCCC(=O)Nc1ccccc1OC	-0.5	-2.9	6	50*	0	-2	-1.5	1	2.6	-6
CC(=O)CSc1nnc(-c2ccco2)n1-c1ccccc1	-3.0	-1.9	-6	-1	1	6	-1.2	.	1.6	6
Cc1ccc(N(C(=O)c2csnn2)C(C(=O)NC2CCCCC2)c2cccnc2)cc1C (centres undefined)	-2.2	-3.7	.	0	0	-5	1.0	5	0.6	.
COc1ccc(/C(N)=N/OC(=O)CCC2CCCC2)cc1	-3.2	2.6	16	13	-3	0	4.4	30	0.3	-16
Cc1ccccc1NC(=O)Cc1nc(COC(=O)c2cc([N+](=O)[O-])ccc2N)cs1	-1.7	-1.1	-10	-5	.	-5	3.9	-1	-0.6	10
c1ccc(-n2ncc3c(NCc4cccs4)ncnc32)cc1	-6.3	0.5	0	71*	-2	-7	-1.0	.	5.4	0
Cc1ccc(NC(=O)CN2C(=O)/C(=C\c3cccs3)SC2=S)cc1	-0.7	-1.6	3	-1	0	-5	1.7	-3	1.6	-3
CCOC(=O)c1sc(=NC(=O)/C=C/c2ccccc2)n(C)c1C	-0.4	-0.8	-44	21	-3	-10	-2.2	52	1.3	44
COc1cccc(CN2CCNC(=O)C2CC(=O)N(C)CCc2ccccn2)c1 (centres undefined)	-2.6	1.9	-5	-5	-2	-5	0.6	4	0.9	5
O=C(c1cccc(Cl)c1)N1CCC(N2CCC(C(=O)N3CCCC3)CC2)CC1	-2.7	-4.1	8	0	-5	0	2.9	-2	3.1	-8
CCc1ccc(NCc2nc(-c3ccccc3)no2)cc1	-0.3	0.1	13	11	-4	2	0.6	9	4.2	-13
COc1ccnc(Oc2ccccc2)n1	0.0	-1.2	2	0	.	12	2.1	15	3.9	-2
CCN(CC)CCN(Cc1cc2cc(C)ccc2[nH]c1=O)C(=O)Nc1ccccc1OC	-1.4	-1.1	8	.	-2	-6	3.3	8	-0.7	-8
COc1cc(OC)c(NC(=O)C2CCCO2)cc1Cl (centres undefined)	0.6	3.3	-9	2	-2	1	4.4	9	2.9	9
CCN(CC(=O)Nc1ccc(NC(C)=O)cc1)C(=O)C1CCCN(C(=O)c2ccc(Cl)cc2)C1 (centres undefined)	-1.2	1.6	10	4	-5	0	2.5	0	-2.2	-10
CSc1nc(N)nc2c1ncn2CC(=O)N1CCN(Cc2c(C)cc(C)cc2C)CC1	-0.2	-0.5	-10	-5	-1	-3	2.2	-28	1.5	10
CCCn1c(N)c(C(=O)CN2CCN(S(=O)(=O)c3cccs3)CC2)c(=O)[nH]c1=O	.	-2.7	-14	-7	8	7	-1.1	.	0.5	14
Cc1nn(C(C)C(=O)NCCC2=CCCCC2)c(=O)c2nn(-c3ccccc3)c(C)c12 (centres undefined)	-2.8	-1.6	-3	5	-3	-4	2.7	19	1.1	3
Fc1ccc(N/N=C/C=C/c2ccccc2)c(F)c1	-1.9	0.8	-2	12	-2	0	0.6	46	1.0	2
Cc1ccc(Oc2ccc(C(=O)NC3CCSC3=O)cn2)cc1 (centres undefined)	-0.1	-1.9	-7	.	-4	-8	1.5	11	0.0	7
Fc1ccc(NCc2cn3ccccc3n2)cc1	-0.3	3.1	14	.	-3	-8	2.2	63	3.4	-14
O=c1c2ccccc2n(Cc2ccc(F)cc2)c(=O)n1C1CCCC1	-1.2	1.1	-36	-4	0	-1	3.1	1	3.8	36
O=C(O)C1=C[C@@H](C2CC2)C[C@@H](OCc2ccc(CO)cc2)O1	0.5	-0.7	22	-3	5	-6	3.1	-9	2.4	-22
CC(C)N(C(=O)COC(=O)c1ccc(Cl)c(S(N)(=O)=O)c1)C(C)C	-0.9	0.9	-10	-1	-3	4	3.8	3	3.8	10
Cc1cc(OC(=O)c2ccc(Cl)cc2)cc(=O)n1C	-1.3	-14	13	-5	-6	-8	6.1	-5	-1.0	-13
CCO/N=C1\C(=O)N(c2ccccc2)c2ccccc21	-1.2	1.0	-51	-3	-1	-6	1.8	0	1.7	51
CSC(=NS(=O)(=O)c1ccccc1)SC	0.8	-0.7	0	.	-2	-7	2.1	-10	2.4	0

# Remaining list, next part:
Structure	CAL PDZ FP-1	E coli growth	SR-BI DiI-HDL act	Wnt bcat act	CAL PDZ FP-2	Tat transport	AddAB inh	MITF act	phage Ecoli inh	SR-BI DiI inh
Cc1[nH]nc2c1C(c1ccc(OC(=O)c3ccco3)cc1)C(C#N)=C(N)O2 (centres undefined)	-0.7	0.0	-1	3	1	3	0.4	-10	0.7	1
Cc1ccc(S(=O)(=O)N2CCOCC2)cc1C(=O)NCCc1ccc(Cl)cc1	-1.5	0.7	7	-2	-4	-2	-1.5	7	3.5	-7
CN(C)S(=O)(=O)c1ccc(C(=O)Nc2ccc3ncccc3c2)cc1	-16	1.3	-3	-2	-5	4	3.0	55	5.3	3
CCC1C(=O)NCCN1Cc1nc(-c2ccc(C)s2)oc1C (centres undefined)	-0.2	1.4	17	0	.	5	0.9	-5	2.9	-17
COc1cc(NC(=O)C2CCCN2S(=O)(=O)c2ccc3c(c2)CCC(=O)N3)cc(OC)c1 (centres undefined)	-0.7	1.9	-3	-5	.	-5	5.1	11	0.1	3
CC1(C)CC2CC(C)(CN2C(=O)COC(=O)c2ccc(NC(=O)CC#N)cc2)C1 (centres undefined)	0.2	0.3	-51	-1	2	-7	-1.3	1	1.2	51
O=C(COc1ccccc1[N+](=O)[O-])Nc1ccc(N2CCN(C(=O)c3cccs3)CC2)cc1	0.4	0.2	-35	-2	-3	9	-0.9	-47	0.3	35
Cc1cc2ncn(-c3nnnn3-c3ccccc3)c2cc1C	-0.9	0.2	.	-2	1	2	0.9	11	-1.1	.
Cn1c(-c2ccc(C#N)cc2)c(C#Cc2ccccc2)c2ccccc21	-0.6	.	-56	-2	-10	4	.	-6	1.3	56
O=C1NC(c2ccccc2)C(C(=O)c2cccs2)C(O)(C(F)(F)F)N1 (centres undefined)	0.2	0.0	23	.	0	1	-1.1	-6	1.9	-23
Cc1ccc(C)c(N2CCN(C(=O)CNS(=O)(=O)c3cccs3)CC2)c1	-2.5	-0.2	6	1	0	0	-0.1	0	2.4	-6
C[C@H]1NC(=O)[C@@]2(C)[C@@H](c3ccccc3)[C@H]3COc4ccccc4[C@H]3N2C1=O	0.4	0.4	9	-2	-3	?	1.1	3	0.2	-9
COc1ccc2nc3ccccc3nc2c1	0.2	-2.0	2	-2	-10	-4	-0.8	93*	1.1	-2
O=C(O)Cn1cc(C(=O)c2cccs2)c2ccccc21	-0.3	-0.3	36	.	.	1	-0.8	-7	2.7	-36
COc1ccc(-c2coc3cc(OC(=O)N4CCOCC4)ccc3c2=O)cc1	-1.5	-1.4	-10	6	.	-2	-0.2	40	1.9	23

# Screening data as filed in PubChem BioAssay.
